Compound activity (PubChem)
SUMO1 PPI mod: modulators of human SUMO1-mediated protein-protein interactions. P63165. SUMO1 binding to a labelled peptide, TR-FRET, 1 h. inhibition, % at 20 µM. 0.33% of 360,000 active. AID 602429; in the data active = inhibition above about 37%
Target sequence (P63165 whole entry, looked up): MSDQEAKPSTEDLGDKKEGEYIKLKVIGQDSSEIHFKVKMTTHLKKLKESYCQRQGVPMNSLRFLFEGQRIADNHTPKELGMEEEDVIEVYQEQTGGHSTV
E coli Lon inh: E. coli protease La inhibition. P0A9M0. purified E. coli Lon protease, fluorescence polarization. inhibition, % at 7.94 µM. 0.42% of 360,000 active. AID 602123; in the data active = inhibition above about 13%, passing the limit was not always enough;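 note: 0% = enzyme with probe and DMSO and 100% = no enzyme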
Target sequence (P0A9M0 whole entry, looked up): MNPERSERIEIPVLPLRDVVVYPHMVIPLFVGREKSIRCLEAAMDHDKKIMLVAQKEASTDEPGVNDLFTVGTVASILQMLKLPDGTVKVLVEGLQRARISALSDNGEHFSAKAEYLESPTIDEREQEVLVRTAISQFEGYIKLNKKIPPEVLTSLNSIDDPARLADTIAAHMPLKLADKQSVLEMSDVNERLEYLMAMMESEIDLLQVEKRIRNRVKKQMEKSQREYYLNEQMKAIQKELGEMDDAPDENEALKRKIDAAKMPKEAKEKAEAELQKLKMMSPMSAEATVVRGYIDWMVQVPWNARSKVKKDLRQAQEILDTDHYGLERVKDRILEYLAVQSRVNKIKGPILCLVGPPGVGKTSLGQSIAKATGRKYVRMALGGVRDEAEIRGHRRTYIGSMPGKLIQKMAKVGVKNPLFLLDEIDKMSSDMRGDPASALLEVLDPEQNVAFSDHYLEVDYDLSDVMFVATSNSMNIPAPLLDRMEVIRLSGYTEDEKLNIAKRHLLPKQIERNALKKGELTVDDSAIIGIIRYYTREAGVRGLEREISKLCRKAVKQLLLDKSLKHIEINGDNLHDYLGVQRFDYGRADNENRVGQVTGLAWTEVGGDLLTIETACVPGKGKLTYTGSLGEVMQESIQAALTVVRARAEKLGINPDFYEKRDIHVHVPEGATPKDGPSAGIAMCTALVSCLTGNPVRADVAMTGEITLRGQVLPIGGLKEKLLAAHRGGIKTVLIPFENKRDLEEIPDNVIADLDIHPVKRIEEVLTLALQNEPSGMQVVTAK
STEP block: inhibitors of human striatal-enriched phosphatase STEP; P54829; recombinant STEP, OMFP fluorogenic substrate, fluorescence; inhibition, % at 20 µM; 0.25% of 360,000 active;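 active = inhibition at 20 µM, scaled per plate between control wells, above about 37%, limit read from the data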;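 note: 0% = DMSO with enzyme and substrate and 100% = substrate only without enzyme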
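medium = Bis-Tris buffer pH 6.0, 2.5 mM DTT, 0.005% Tween 20 | test system = STEP (striatal-enriched tyrosine phosphatase) enzyme, cell-free | measure = normalized % inhibition | compound dosing = 20 µM, 1% DMSO | also added = 25 µM OMFP | schedule = reaction 20 min, ambient temperature | measured by = fluorescence read at 480 nm ex / 540 nm em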
LMPTP inh: blocks human LMPTP phosphatase | P24666 | AID 651560 | 0.22% of 360,000 active | inhibition, % at 20 µM | recombinant LMPTP-A, OMFP fluorogenic substrate, fluorescence intensity;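 active = compounds that cut the enzyme signal by at least half of the control window in the single-dose screen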;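 note: plate controls were DMSO wells with enzyme plus substrate for no effect and substrate without enzyme for full effect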
Target sequence (P24666 whole entry, looked up): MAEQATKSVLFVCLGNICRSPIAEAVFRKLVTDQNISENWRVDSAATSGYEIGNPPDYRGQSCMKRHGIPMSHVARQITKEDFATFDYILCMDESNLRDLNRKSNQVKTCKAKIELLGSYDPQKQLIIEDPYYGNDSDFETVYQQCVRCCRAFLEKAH
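Test system – LMPTP-A phosphatase enzyme · Quantity – 0.625 nM LMPTP-A final · Reagent – OMFP substrate, 400 µM final · Dosing – one test concentration per compound, 20 µM, with 3% DMSO overall · Timing – 50 min enzyme reaction at room temperature, protected from light · Detection – fluorescence intensity · Controls – substrate-only low control, DMSO enzyme-plus-substrate high control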
Tb MetRS inh: Trypanosoma brucei MetRS inhibition | purified T. brucei MetRS, ATP depletion, Kinase-Glo luminescence | inhibition, % at 11.9 µM | 0.4% of 360,000 active;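 active = inhibition above a per-plate cutoff of the control wells' mean inhibition plus 3 SD, cut at about 5.5% in these data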;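 note: 0% = DMSO wells median and 100% = median of wells with control inhibitor compound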
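Dosing: 11.9 µM single point; system: parasite MetRS enzyme; technique: luminescence of leftover ATP; times: 15 min enzyme-compound preincubation, 2 h reaction, 10 min detection, 25 °C; replicates: each compound tested once; read-out basis: percent inhibition relative to median high and low control wells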
CendR NRP1 mod: alters CendR peptide binding to human NRP-1. FAM-RPARPAR peptide binding to NRP-1, fluorescence polarization. inhibition, % at 25 µM. 0.85% of 360,000 active. AID 602438. O14786;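 active = inhibition or corrected inhibition above about 18%, plus a signal ratio from 0.5 to 1.5, limit read from the data, passing the limit was not always enough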; note: strong numbers were not always called active
DNMT1 inh: inhibitors of human DNMT1; AID 588458; 0.83% of 360,000 active; DNMT1 molecular beacon, Hinp1I cleavage, fluorescence; inhibition (reported as % activation of signal), % at 10 µM; in the data active = inhibition above about 50%
MsrA inhibitor: inhibits bovine methionine sulfoxide reductase A; AID 651718; purified bovine MsrA, absorbance read-out; 0.75% of 360,000 active; inhibition, % at 15.5 µM; in the data active = inhibition above about 4.5%;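 note: 0% = vehicle wells with enzyme and 100% = reference inhibitor wells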
Scp1 inh: blocks human Scp-1 phosphatase activity; inhibition, % at 20 µM; 0.88% of 340,000 active; AID 493091; Q9GZU7; Recombinant Scp1, phosphopeptide, malachite green phosphate absorbance;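 active = inhibition above about 50% at 20 µM, limit read from the data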;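 note: plate controls were DMSO wells with enzyme for no effect and wells lacking enzyme for full effect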
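Test system – truncated SCP-1 phosphatase (76-261aa) · Reagent – Phosphorylated 17-residue peptide substrate · Incubation – 45 min room-temperature reaction, 5 min colour, 30 min stabiliser · Detection – colorimetric phosphate reagent with accelerator and stabiliser, absorbance at 630 nm · Measure – % inhibition at 20 µM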
bovine MsrA act: activates bovine MsrA enzyme; 0.3% of 360,000 active; activation, % at 10.6 µM; purified bovine MsrA, absorbance read-out; in the data active = activation above about 7.5%;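 note: 0% = vehicle and 100% = reference activator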
Active calls of the source: *; x = not tested or not shown.

canonical_smiles	SUMO1 PPI mod	E coli Lon inh	STEP block	LMPTP inh	Tb MetRS inh	CendR NRP1 mod	DNMT1 inh	MsrA inhibitor	Scp1 inh	bovine MsrA act
Cc1cc(C)cc(OCCn2nnc3ccccc32)c1	4	-8	-1	1.4	0.1	5	-3	0.8	62*	-1
CSc1nc2nccc(-c3ccc4c(c3)OCO4)n2n1	-19	-1	4	-0.1	-0.5	8	3	1.3	2	0
COc1cc2cc(C(=O)N/N=C/c3ccc(F)cc3)[nH]c2cc1OC	6	7	-2	1.6	-0.5	8	1	4.8*	-7	-4
O=C(Cc1ccccc1F)Nc1cc(S(=O)(=O)N2CCCC2)ccc1Cl	2	9	-2	1.2	-0.4	-9	-1	0.5	-7	-6
CCOc1ccc(C2C3=C(CCCC3=O)Nc3nc(C(F)(F)F)nn32)cc1OC (centres undefined)	-1	5	4	0.0	-0.1	-2	-2	2.0	-2	-7
CC(C)CN(C(=O)c1cc(=O)[nH]c2ccccc12)c1c(N)n(Cc2ccccc2)c(=O)[nH]c1=O	-4	8	0	-0.5	0.3	-3	4	0.4	-5	-2
CCc1ccc(-n2c(Cc3ccccc3)n[nH]c2=S)cc1	6	-1	1	-0.6	-0.6	-1	2	-0.1	-5	0
Cc1cc(C)n(-c2c(F)c(F)c(CN3CCCCC3)c(F)c2F)n1	-5	-6	0	-0.7	0.9	7	-1	-0.6	-5	1
N#Cc1ccsc1NC(=O)CCS(=O)(=O)c1ccccc1	8	-11	-1	-0.1	-0.6	-24	1	-0.7	10	-7
OCCN1CCN(C(=S)c2ccc(Cl)cc2)CC1	-1	-1	70*	1.4	-1.8	-186	1	-0.6	1	-11
COc1ccc(O)c(-c2nc(N)nc(N)n2)c1	-1	0	-4	-1.2	-0.2	0	-1	1.1	-2	-4
CCCCc1c(-c2ccc(Br)cc2)ncn1CCc1ccccc1OC	7	4	x	6.8	-0.5	13	x	-0.2	x	-1
Cc1ccc(-n2c(-c3ccco3)nc3nc4ccccc4nc32)cc1F	0	-59	-1	-1.9	-1.1	-61	2	-0.2	-14	-4
CCC(=O)N1CCCc2cc(S(=O)(=O)N3CCN(c4ccccn4)CC3)ccc21	-1	-2	1	0.5	-0.7	6	2	-0.5	-3	-13
O=C1S/C(=C\c2cccs2)C(=O)N1c1ccc(O)cc1	-9	0	-3	-0.5	-0.1	-11	-1	3.9	-14	-5
CC(=O)c1cccc(OCc2cc(C(=O)N(C)C(C)c3ccccn3)no2)c1 (centres undefined)	0	-12	-3	0.4	-0.1	8	0	0.1	-2	-4
COC(=O)[C@]1(C)N[C@H](CN(C)S(=O)(=O)c2ccc(OC(F)(F)F)cc2)[C@@H]2C(=O)N(Cc3ccccc3)C(=O)[C@@H]21	-1	15	0	0.1	-0.7	-14	0	-0.8	-8	0
O=C(Nc1ccc(NC(=O)C2CC2)nc1)c1ccccn1	2	2	4	0.5	-0.8	-7	4	1.3	-2	-2
Cc1ccccc1OCC(=O)Nc1cccc(C(=O)O)c1	-4	-10	3	0.0	-0.3	-4	-1	-0.3	-15	-1
COc1cccc(C(=O)COC(=O)CCC(=O)c2ccccc2)c1	0	-1	0	0.4	0.0	-5	1	0.6	-11	0
COC(=O)c1sccc1NC(=O)CN1CCN(c2ccc(F)cc2)CC1	-6	0	0	0.7	-0.6	19	-3	0.5	1	9.1*
CCN(C(=O)COC(=O)C(c1ccccc1)c1ccccc1)c1c(N)n(Cc2ccccc2)c(=O)[nH]c1=O	3	25*	3	1.2	0.1	1	-1	3.0	-10	-2
CCCOc1ccccc1-n1sc2c(c1=S)-c1cc(OC)cc3c1N(C(=O)C3=O)C2(C)C	-9	0	-1	3.9	-0.4	8	-1	0.0	-25	-4
CN(C)CCN1C(=O)C(=O)/C(=C(/O)c2ccc(S(=O)(=O)N3CCOCC3)cc2)C1c1ccc(F)cc1 (centres undefined)	-19	-4	2	-2.5	0.2	1	-1	1.1	-7	-3
CCOc1cccc(N2C(=O)CC(N(CCc3ccc(OC)c(OC)c3)C(=O)CC)C2=O)c1 (centres undefined)	1	-2	1	0.1	-0.2	10	-1	-0.8	-2	3
CCn1nc(C)c(CNC(=O)CC2C(=O)NCCN2CC(C)(C)C)c1C (centres undefined)	-1	1	0	-0.3	-0.3	0	-2	-0.2	-1	-3
COc1ccc(C(=O)OCC(=O)Nc2cc(C)c(C)cc2[N+](=O)[O-])cc1	-1	-7	3	-1.1	-0.5	-11	41	0.1	-5	2
COc1ccc(-c2[nH]ncc2/C=N/NC(=O)c2cc(Br)ccc2O)c(OC)c1	16	-5	3	-0.5	5.9*	-8	-3	1.7	-10	-3
Cc1ccc(Cl)cc1N1CCN(Cc2nc3c(c(=O)[nH]c(=O)n3C)n2CCc2ccccc2)CC1	0	0	2	-1.1	-0.5	10	36	1.0	9	-1
O=C(CSc1ccccc1F)NCC(c1ccco1)N1CCCCC1 (centres undefined)	-2	2	0	-1.4	-0.1	-9	3	-0.5	x	0

Profiles, looked up by structure. Order of values: SUMO1 PPI mod	E coli Lon inh	STEP block	LMPTP inh	Tb MetRS inh	CendR NRP1 mod	DNMT1 inh	MsrA inhibitor	Scp1 inh	bovine MsrA act
`Cc1ccc(Cl)cc1N1CCN(Cc2nc3c(c(=O)[nH]c(=O)n3C)n2CCc2ccccc2)CC1` as listed: 0	0	2	-1.1	-0.5	10	36	1.0	9	-1
`CCN(C(=O)COC(=O)C(c1ccccc1)c1ccccc1)c1c(N)n(Cc2ccccc2)c(=O)[nH]c1=O` as listed: 3	25*	3	1.2	0.1	1	-1	3.0	-10	-2

(continued)
canonical_smiles	SUMO1 PPI mod	E coli Lon inh	STEP block	LMPTP inh	Tb MetRS inh	CendR NRP1 mod	DNMT1 inh	MsrA inhibitor	Scp1 inh	bovine MsrA act
COc1ccn(C2CCCCO2)c(=O)n1 (centres undefined)	4	4	-2	-2.5	-0.1	16	3	-0.8	-8	3
COc1ccc(C(C(=O)Nc2ccc(F)cc2)N(C(=O)Cn2nnc3ccccc32)C2CC2)cc1 (centres undefined)	-1	12	-1	0.8	-0.8	-4	-4	-0.2	-5	-6
O=C(CC1COc2ccccc2O1)NCc1ccccc1 (centres undefined)	3	-2	1	-0.8	-0.5	7	-1	-0.6	-2	-3
CN(C)c1ccc(-c2csc(C(C)(O)c3ccc(F)c(F)c3)n2)cc1 (centres undefined)	4	-10	1	3.1	0.8	0	-7	-0.1	x	-2
CC(C)C(c1nnnn1C1CCCCC1)N1CCc2ccccc21 (centres undefined)	-1	-7	1	1.4	-0.6	-10	-1	1.9	0	-12
O=c1ccc2c(ccc3ncccc32)o1	-27	-17	-2	-1.5	0.2	1	5	1.9	x	-4
CSc1ccccc1COC(=O)Nc1ccccc1C	0	9	1	1.1	0.1	-35	-5	0.6	-10	2
COC(=O)c1c(C)[nH]c(O)c1C=Nc1ccc(Oc2ccccc2)cc1	-8	-68	2	0.4	-0.7	-40	-4	0.2	-3	-8
O=c1oc2ccccc2c(Nc2ccc3ncccc3c2)c1[N+](=O)[O-]	-14	-20	3	3.8	0.9	-8	-1	1.3	37	-6
CCN(CC)c1ncc(C#N)c(N)n1	1	-7	3	0.3	-0.2	7	4	-1.7	-10	-2
CS(=O)(=O)c1ccc(Cl)c(NC(=O)COC(=O)CCN2C(=O)C3CC=CCC3C2=O)c1 (centres undefined)	-5	-3	3	-1.4	-0.2	-1	5	0.6	-10	-2
Cc1ccc(Cl)c(Cn2cnc3c(cnn3C(C)(C)C)c2=O)c1F	10	-6	1	3.2	0.1	23	1	0.8	-6	-1
CC(CC1C(C#N)=C(N)SC(N)=C1C#N)c1ccccc1 (centres undefined)	-5	-63	-1	0.0	-0.8	-253	-10	2.0	-4	-2
O=C(CCc1ccccc1)NNC(=O)c1cccc(F)c1	1	0	-4	-0.9	-0.4	8	1	1.6	-7	-4
c1ccc(C2=NCCCO2)cc1	-4	8	-2	-0.9	0.0	-5	3	0.3	x	-2

Part of the list above, reduced to Tb MetRS inh.
compound	Tb MetRS inh
Cc1ccc(Cl)c(Cn2cnc3c(cnn3C(C)(C)C)c2=O)c1F	0.1
CC(CC1C(C#N)=C(N)SC(N)=C1C#N)c1ccccc1 (centres undefined)	-0.8

Later entries
canonical_smiles	SUMO1 PPI mod	E coli Lon inh	STEP block	LMPTP inh	Tb MetRS inh	CendR NRP1 mod	DNMT1 inh	MsrA inhibitor	Scp1 inh	bovine MsrA act
O=C(Cc1ccccc1F)Nc1ccc(S(=O)(=O)N2CCCCC2)cc1	4	-2	0	0.7	0.2	-9	1	-1.1	-4	-2
O=C(NC1CCCN(Cc2ccccc2F)C1)c1cccc(N2CCCC2=O)c1 (centres undefined)	3	5	1	-1.0	-0.6	-18	2	-0.9	4	-13
O=C(NCCc1ccc(Cl)cc1)C1(c2ccccc2)CC1	2	1	-2	0.6	0.5	14	1	0.3	-5	-4
O=C(COc1ccccc1)NC1=NCCS1	2	-2	-3	-2.0	-0.3	5	3	-1.3	0	-4
CC(=O)N1c2ccc(S(=O)(=O)N3CCC(C(=O)NCc4ccc(C)cc4)CC3)cc2CC1C (centres undefined)	-1	1	2	-0.7	-0.8	5	-6	-0.6	1	-6
CCOc1cc(/C=C2/NC(=O)NC2=O)cc([N+](=O)[O-])c1O	2	-2	0	-10	-1.3	10	3	5.6*	3	-15
CSc1ccccc1NC(=O)c1ccccc1N(Cc1ccccc1)S(C)(=O)=O	-1	2	1	0.1	-0.7	6	-3	x	-8	-6
Cn1ncc(Cl)c1C(=O)Nc1sc2c(c1C(N)=O)CCC2	7	-7	-1	0.9	-0.8	-20	-3	1.1	-2	-3
CCN(CC)c1ccc(C(=O)Nn2c(C)nc3ccccc3c2=O)cc1	3	5	0	-0.2	-0.4	6	3	3.7	-7	-5
CC1(C(=O)NC2CCCCC2)CCC(=O)N1C1CCN(Cc2ccccc2)CC1 (centres undefined)	6	0	-3	-1.8	-0.5	6	-3	1.1	x	-6
CCOC(=O)[C@]12CCC=C1N(Cc1cccc3ccccc13)C(=O)[C@H](CC(=O)N1CCN(C(=O)c3ccco3)CC1)C2	5	2	x	-1.0	-1.3	6	x	0.6	x	-7
CC1CC(C)(C)N(C(=O)NC2CCCCC2)c2ccccc21 (centres undefined)	1	-5	4	-0.8	-0.3	3	0	-1.1	5	-6
O=C(CSc1ncccn1)NC1CCCC1	0	-10	0	-3.1	-0.2	-10	1	-0.7	x	-1
Cc1nc2ccc(C(=O)Nc3ccc(N(C)C)cc3)cc2s1	5	5	9	-0.5	0.0	7	-6	-0.2	-13	-1
Cc1ccc(SCC(=O)NNC(=O)CCS(=O)(=O)c2ccc(C)cc2)cc1	0	12	-1	-0.5	0.1	9	4	0.1	-2	-5
